GDH-TPI counter = inhibits GDH-TPI coupling enzymes, artifact for Mtb FBA screen. AID 588335. GDH-TPI coupled enzyme counterscreen, NADH absorbance. actives 1.2% (n = 360,000). inhibition, % at 4.8 µM; in the data active = inhibition above about 30%;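 note: 0% = DMSO wells and 100% = wells lacking the enzyme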
Mtb UGM inh = blocks M. tuberculosis UGM enzyme; actives 0.06% (n = 320,000); AID 504406; inhibition, % at 10 µM; purified UGM, fluorescence polarization probe displacement; P9WIQ1; in the data active = inhibition above about 10%, passing the limit was not always enough; inconclusive = no clear call, values can overlap the other calls
Target sequence (P9WIQ1 whole entry, looked up): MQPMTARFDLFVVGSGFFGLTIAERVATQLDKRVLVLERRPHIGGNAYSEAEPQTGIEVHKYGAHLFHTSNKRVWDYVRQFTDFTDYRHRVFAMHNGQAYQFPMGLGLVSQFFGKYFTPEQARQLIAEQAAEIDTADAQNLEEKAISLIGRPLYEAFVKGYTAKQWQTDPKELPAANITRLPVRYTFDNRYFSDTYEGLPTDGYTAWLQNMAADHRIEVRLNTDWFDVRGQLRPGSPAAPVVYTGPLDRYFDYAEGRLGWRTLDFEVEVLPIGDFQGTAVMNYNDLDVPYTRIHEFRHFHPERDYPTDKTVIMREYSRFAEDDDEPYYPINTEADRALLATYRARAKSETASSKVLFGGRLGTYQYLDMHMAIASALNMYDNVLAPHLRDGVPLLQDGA
FBA Mtb inh = inhibitors of M. tuberculosis fructose-bisphosphate aldolase; inhibition, % at 1 µM; actives 2.3% (n = 360,000); purified M. tuberculosis FBA, fluorescence read-out; P9WQA3; in the data active = inhibition above about 27%;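 note: 0% = vehicle and 100% = reference inhibitor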
BoNT-F LC inh = inhibitors of Botulinum neurotoxin F light chain protease. Multiplex microsphere protease cleavage assay, flow cytometry. inhibition, % at 10 µM. actives 0.22% (n = 360,000). AID 588497; in the data active = inhibition above about 35%, passing the limit was not always enough; inconclusive = no clear call, values can overlap the other calls; note: plate controls were buffer without enzyme for full effect and enzyme alone for no effect
MazF activator = increases E. coli MazEF RNase cleavage of RNA | P0AE70 | actives 0.32% (n = 350,000) | AID 504720 | FAM/BHQ RNA-DNA oligo cleavage fluorescence, 5 h | activation, % at 20 µM; in the data active = activation above about 50%
Target sequence (P0AE70 whole entry, looked up): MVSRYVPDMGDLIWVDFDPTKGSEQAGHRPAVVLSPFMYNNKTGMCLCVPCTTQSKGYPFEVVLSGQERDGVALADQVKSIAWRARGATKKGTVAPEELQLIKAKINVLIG
Mtb BioA inh = BioA (M. tuberculosis) enzyme inhibition. inhibition, % at 9.99 µM. actives 0.096% (n = 360,000). purified M. tuberculosis BioA enzyme, plate reader. AID 602481; in the data active = inhibition above about 40%; inconclusive = no clear call, values can overlap the other calls
Rv3671c protease = inhibits the M. tuberculosis serine protease Rv3671c. P9WHR9. inhibition, % at 5.96 µM. actives 0.048% (n = 320,000); in the data active = inhibition above about 38%;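 note: extracellular domain of Rv3671c used as enzyme; 0% = enzyme with DMSO and 100% = no enzyme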
FadD28 binding = M. tuberculosis FadD28 bisubstrate binding inhibition | FadD28 bisubstrate probe binding, fluorescence polarization | inhibition, % at 12.5 µM | actives 0.22% (n = 360,000) | AID 588549; in the data active = inhibition above about 8.5%, passing the limit was not always enough; inconclusive = no clear call, values can overlap the other calls
PrPC surface inh = reduces human prion protein on the cell surface. P04156. cell surface PrPC, TR-FRET read-out. inhibition, % at 13.8 µM. actives 0.43% (n = 370,000). AID 720596; in the data active = inhibition above about 24%; note: 0% = median of the test wells and 100% = reference compound wells
The depositor's hits bear a star; ? = inconclusive; . = not tested or not shown.

SMILES	GDH-TPI counter	Mtb UGM inh	FBA Mtb inh	BoNT-F LC inh	MazF activator	Mtb BioA inh	Rv3671c protease	FadD28 binding	PrPC surface inh
COc1cc(OC)c(C2N(c3ccc(Cl)c(Cl)c3)C(=O)C3CCCN32)cc1OC (stereo unspecified)	9	3.3	2	0	5	3.0	3	-1.1	-2
COc1cc(OC)c(OC)cc1CNc1nnnn1C	1	0.1	0	?	19	-2.2	-7	-0.6	0
O=C(CN(C(=O)c1csnn1)c1ccc(F)c(Cl)c1)NCc1ccc(F)cc1	4	-1.1	0	-2	3	0.4	-9	-3.4	1
CC(C)(C)C1=CC(=O)C(N2CCOCC2)=CC1=O	5	2.9	-2	-11	0	0.5	-8	-0.7	2
COc1cccc(-n2cc3c(=O)n(C)c(=O)n(C)c3c2)c1	12	-1.6	3	-5	2	1.0	1	-3.7	-1
O=C(O)c1cc(N2C(=O)C=CC2=O)cc(N2C(=O)C=CC2=O)c1	-1	.	3	10	11	-0.4	.	-2.2	4
CS(=O)(=O)c1ccc(Cl)c(NC(=O)COC(=O)CNC(=O)c2ccc(Br)o2)c1	-3	2.2	-2	-12	4	-0.2	5	0.0	6
C=CCOc1cccc(C2C(C(=O)c3ccco3)=C(O)C(=O)N2Cc2ccncc2)c1 (stereo unspecified)	15	-3.1	-1	-3	3	0.8	-1	-0.3	-4
Cc1nn2cc(-c3ccccc3)nc2s1	9	1.9	1	4	-15	.	-8	0.1	-3
COC(=O)c1ccccc1NC(=O)N[C@@H](C)C(=O)OC	-1	1.4	1	-1	1	-5.0	10	0.0	.
COc1ccc(NC(=O)COc2nc3ccccc3nc2N2CCOCC2)c(OC)c1	1	-0.7	2	-5	-40	.	1	0.3	3
CCCOc1cccc(C(=O)Nc2cccc3ncccc23)c1	3	-1.4	1	?	6	1.0	-4	1.9	11
Oc1ccc(Cl)cc1CNCc1ccc(C(F)(F)F)cc1	8	1.9	1	-13	4	-3.0	-6	-4.3	-1
COc1cccc(NC(=O)CSc2nc(C3CC3)nc3ccccc23)c1	11	1.6	0	3	5	-1.1	-2	-1.6	11
CCc1ccccc1N(CC(=O)N1CCN(c2ccccc2)CC1)S(C)(=O)=O	-6	-0.1	2	-7	2	3.1	-3	-2.2	-7
Cc1ccc(NC(=O)CN(C)C(=O)c2ccc(C(F)(F)F)cc2)cc1	2	-1.0	4	2	-2	.	-10	-0.9	-6
Cc1noc(C)c1C(=O)Nc1cccc(S(=O)(=O)N2CCCCC2)c1	13	0.0	3	-8	12	-2.0	-4	-2.7	4
COc1ccc(CN2C(=NC(=O)C3CCCO3)SC3CS(=O)(=O)CC32)cc1OC (stereo unspecified)	4	1.9	3	-2	16	-1.2	-6	-1.0	-6
CCN1CCC(N(C)C2CCCCC2)CC1	-1	2.4	1	-26	6	-1.5	2	-2.6	-12
COc1ccc(OC)c(NC(=O)CSc2nnc(CNC(=O)c3cc(OC)c(OC)c(OC)c3)o2)c1	-9	-6.8	0	-2	6	0.8	7	-1.7	5
CC(=O)Nc1ccc(OCC(=O)NCc2ccc3c(c2)OCO3)cc1	5	-0.5	-1	1	-1	-0.7	-4	0.9	9
CC(=O)c1c(C)[nH]c(C(=O)OCC(=O)N2c3ccccc3NC(=O)C2(C)C)c1C	5	-2.4	4	-3	-2	.	3	-1.4	-1
Cc1ccccc1OCCC(=O)OCC(=O)NC(C)c1ccccc1 (stereo unspecified)	7	-2.9	-2	5	-1	.	-6	-1.0	-2
CCC(C)NC(=O)CN(c1cc(Cl)cc(Cl)c1)S(C)(=O)=O (stereo unspecified)	-7	-3.1	-1	11	-7	.	6	-0.9	-2
O=C(OC1CCCC1)c1ccc(Cl)cc1Cl	6	.	-1	-1	11	-0.6	.	-0.4	1
Cc1cc(C)c(C(=O)COC(=O)CNC(=O)c2ccccc2C)c(C)c1	-3	-0.9	-2	?	3	.	-3	0.5	2
Cc1ccc(C(=O)Nc2ccccc2N2CCN(C(=O)C(C)C)CC2)cc1C	6	2.9	-1	-13	7	-0.5	-1	-0.8	3
CC1(C(=O)NS(=O)(=O)c2cccs2)CCN1C(=O)C1CC1 (stereo unspecified)	4	.	1	-6	.	-1.9	.	-0.2	-3

In the list so far, two have two or more sulfur atoms.
SMILES	GDH-TPI counter	Mtb UGM inh	FBA Mtb inh	BoNT-F LC inh	MazF activator	Mtb BioA inh	Rv3671c protease	FadD28 binding	PrPC surface inh
COc1ccc(CN2C(=NC(=O)C3CCCO3)SC3CS(=O)(=O)CC32)cc1OC (stereo unspecified)	4	1.9	3	-2	16	-1.2	-6	-1.0	-6
CC1(C(=O)NS(=O)(=O)c2cccs2)CCN1C(=O)C1CC1 (stereo unspecified)	4	.	1	-6	.	-1.9	.	-0.2	-3

Looked up above:
Value of COc1ccc(CN2C(=NC(=O)C3CCCO3)SC3CS(=O)(=O)CC32)cc1OC (stereo unspecified) in FBA Mtb inh: 3
Value of Cc1ccccc1OCCC(=O)OCC(=O)NC(C)c1ccccc1 (stereo unspecified) in MazF activator: -1
Value of COC(=O)c1ccccc1NC(=O)N[C@@H](C)C(=O)OC in GDH-TPI counter: -1
Value of COc1ccc(OC)c(NC(=O)CSc2nnc(CNC(=O)c3cc(OC)c(OC)c(OC)c3)o2)c1 in GDH-TPI counter: -9
Value of CCCOc1cccc(C(=O)Nc2cccc3ncccc23)c1 in FBA Mtb inh: 1

4 compounds out of the list, sorted by formula weight, low to high:
SMILES	GDH-TPI counter	Mtb UGM inh	FBA Mtb inh	BoNT-F LC inh	MazF activator	Mtb BioA inh	Rv3671c protease	FadD28 binding	PrPC surface inh
CCCOc1cccc(C(=O)Nc2cccc3ncccc23)c1	3	-1.4	1	?	6	1.0	-4	1.9	11
O=C(O)c1cc(N2C(=O)C=CC2=O)cc(N2C(=O)C=CC2=O)c1	-1	.	3	10	11	-0.4	.	-2.2	4
Cc1noc(C)c1C(=O)Nc1cccc(S(=O)(=O)N2CCCCC2)c1	13	0.0	3	-8	12	-2.0	-4	-2.7	4
CCc1ccccc1N(CC(=O)N1CCN(c2ccccc2)CC1)S(C)(=O)=O	-6	-0.1	2	-7	2	3.1	-3	-2.2	-7

Screens (PubChem)
